Wnt act – Wnt/beta-catenin pathway activation | Wnt/beta-catenin reporter cell assay, activator, plate reader | activation, % at 9.35 µM | 1.2% of 300,000 active | AID 743398; in the data active = activation above about 30%, passing the limit was not always enough;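 note: 0% = neutral control wells and 100% = positive control wells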
CDK5 p35 inh – CDK5/p35 (human) kinase inhibition; inhibition, % at 10 µM; Q00535+Q15078; Recombinant CDK5/p35, ADP-Glo luminescence, 60 min; 0.01% of 330,000 active;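 active = highest replicate inhibition of at least 50% and at least 75% of replicates reaching 50%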;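 note: plate controls were DMSO neutral control for no effect and GW8510 at 10 µM for full effect; many of its hits are not listed in these tables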
Target sequence (Q00535 whole entry, looked up): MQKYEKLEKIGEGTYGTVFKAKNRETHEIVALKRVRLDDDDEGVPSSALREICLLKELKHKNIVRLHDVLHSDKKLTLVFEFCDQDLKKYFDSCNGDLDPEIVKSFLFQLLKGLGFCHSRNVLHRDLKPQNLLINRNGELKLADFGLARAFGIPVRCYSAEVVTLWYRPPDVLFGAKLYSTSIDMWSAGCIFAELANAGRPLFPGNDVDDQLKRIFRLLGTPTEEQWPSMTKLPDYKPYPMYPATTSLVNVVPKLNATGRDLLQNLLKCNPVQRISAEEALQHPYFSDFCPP
Target sequence (Q15078 whole entry, looked up): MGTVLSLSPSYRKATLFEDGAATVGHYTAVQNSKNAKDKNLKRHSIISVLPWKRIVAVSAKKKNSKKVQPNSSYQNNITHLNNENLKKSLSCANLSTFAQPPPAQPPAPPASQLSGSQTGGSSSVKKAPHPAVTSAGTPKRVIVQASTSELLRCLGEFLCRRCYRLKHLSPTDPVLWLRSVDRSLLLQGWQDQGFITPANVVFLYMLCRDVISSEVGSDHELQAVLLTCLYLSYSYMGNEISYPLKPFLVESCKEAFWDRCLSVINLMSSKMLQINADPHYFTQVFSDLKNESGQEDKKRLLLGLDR
HTR5A ag – counter-screen for OPRM1-OPRD1 agonists: human HTR5A agonism | P47898 | HTR5A agonist assay, luminescence, cell-based | activation, % at 9.3 µM | 0.61% of 340,000 active | AID 504692; in the data active = activation mostly above about 9.5%, no sharp cut-off; inactive = mostly below about 7.6%;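 note: 0% = cells with vehicle only and 100% = reference agonist; strong numbers were not always called active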
Target sequence (P47898 whole entry, looked up): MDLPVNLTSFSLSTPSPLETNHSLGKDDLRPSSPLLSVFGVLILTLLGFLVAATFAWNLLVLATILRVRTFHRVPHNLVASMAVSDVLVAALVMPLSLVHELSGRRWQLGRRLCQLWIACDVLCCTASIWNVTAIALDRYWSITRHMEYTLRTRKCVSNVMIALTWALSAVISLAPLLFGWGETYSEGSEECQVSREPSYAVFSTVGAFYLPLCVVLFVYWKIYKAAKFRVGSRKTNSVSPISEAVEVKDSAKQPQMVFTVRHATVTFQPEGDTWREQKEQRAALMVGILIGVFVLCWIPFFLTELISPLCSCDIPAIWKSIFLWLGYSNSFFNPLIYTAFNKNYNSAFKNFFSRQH
HTR5A inv ctr – inverse agonist of human HTR5A in OPRM1-OPRD1 counter-screen | HTR5A cell line, luminescence, inverse agonism | inhibition, % at 9.3 µM | 0.083% of 340,000 active; in the data active = inhibition mostly above about 23%, no sharp cut-off; inactive = mostly below about 18%;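 note: 0% = cells with DMSO and 100% = no-cell wells with DMSO; some compounds called inactive have numbers as strong as hits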
MITF act – increases MITF-driven TRPM1 promoter luciferase signal. SK-MEL-5 TRPM1-promoter luciferase, 24 h; % of positive control, neutral wells = 0. 0.75% of 300,000 active. activation, % at 12.5 µM;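 active = mean activation of at least 80% with every replicate also reaching 80%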;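 note: 0% = neutral control wells and 100% = parthenolide positive control wells; values of inactives mirror those of a sister screen read the other way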
PvdQ inh – P. aeruginosa PvdQ acylase inhibition | purified PvdQ acylase, fluorescence plate reader | inhibition, % at 10 µM | 0.063% of 340,000 active; in the data active = inhibition above about 30%, passing the limit was not always enough;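 note: 0% = vehicle neutral wells and 100% = reference inhibitor wells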
dFosB activator – activators of mouse delta FosB homodimer. purified delta FosB, TAMRA-CDK5 oligo fluorescence polarization; percent of positive-control signal above neutral wells. activation, % at 25 µM. P13346. 0.99% of 340,000 active;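 active = mean activation above about 17%, with every replicate also reaching it, limit read from the data, passing the limit was not always enough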;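 note: fluorescence polarization rise as delta FosB binds a TAMRA Cdk5 AP-1 oligo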
NSD2 inh – blocks human histone methyltransferase NSD2. inhibition, % at 12.5 µM. O96028. 0.54% of 310,000 active. NSD2 peptide methylation, AlphaScreen, 120 min; in the data active = inhibition above about 50%
SR-BI DiI inh – blocks mouse SR-BI lipid uptake from DiI-HDL | AID 488896 | ldlA[mSR-BI] CHO cells, DiI-HDL uptake fluorescence, 3 h | inhibition, % at 12.5 µM | 0.96% of 320,000 active;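 active = mean replicate inhibition of at least 70% and a set share of replicates each scoring 70 or more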;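 note: 0% = median of neutral control wells and 100% = median of positive control wells; values of inactives mirror those of a sister screen read the other way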
V-ATPase pH – alters yeast V-ATPase proton transport; S. cerevisiae, pHLuorin cytosolic pH fluorescence; response, % at 10 µM; 0.37% of 350,000 active; in the data active = response mostly above about 7.3%, no sharp cut-off; inactive = mostly below about 5.4%; note: actives read high; inactives centre near 0; some compounds called inactive have numbers as strong as hits; reference of the scale not given here
* hit, by the source's call; . = no result given.

SMILES	Wnt act	CDK5 p35 inh	HTR5A ag	HTR5A inv ctr	MITF act	PvdQ inh	dFosB activator	NSD2 inh	SR-BI DiI inh	V-ATPase pH
COc1cc(C)nc(-c2csc(C)n2)n1	1	-1.2	5	2	4	2	-5	-2	1	-1
O=C(NCc1ccc(Cl)cc1)C1CCCN1C(=O)Nc1ccccc1 (centres undefined)	-1	-2.2	13	-37	-6	-2	-4	19	-22	0
Cc1noc(C)c1CSCC(=O)Nc1cc(Cl)ccc1N1CCCCC1	-3	0.1	-1	3	0	3	-7	-2	22	-2
COCCn1nnnc1C(c1ccc2ncccc2c1)N1CCN(c2ccccc2F)CC1 (centres undefined)	-5	-2.2	0	-4	5	-9	-10	-1	-3	-4
Cc1cc(C)cc(NC(=O)c2ccc(Cn3nc(C)c(Cl)c3C)o2)c1	-3	0.3	-3	7	-9	-8	-15	8	31	4
Nc1c(C(=O)OCC2CCCO2)c2nc3ccccc3nc2n1C1CCCC1 (centres undefined)	.	-1.3	-2	-8	-4	-2	-4	0	19	1
O=C(CN(c1cccc([N+](=O)[O-])c1)S(=O)(=O)c1ccccc1)N(Cc1ccccc1)Cc1ccccc1	-11	0.4	7	-12	0	-6	1	-2	33	0
COc1ccc(Br)cc1CNc1ccc(S(N)(=O)=O)cc1	.	4.0	2	2	2	8	0	-2	1	-3
Cc1ccc(SCc2cc(=O)n3[nH]c(C)nc3n2)cc1	0	-0.2	3	9	.	-12	-4	-1	-34	0
CCOc1ncccc1C(=O)N1CCN(S(=O)(=O)c2ccc3ccccc3c2)CC1	-1	0.7	2	-3	2	-5	-7	-1	.	4
COc1ccc(NC(=O)Nc2cccc3c2O[C@H](CN(C)C(=O)NC(C)C)[C@@H](C)CN([C@H](C)CO)C3=O)cc1	1	1.4	9	-24	7	15	-9	.	4	-5
COc1ccccc1CC(=O)Nc1ccon1	-1	1.7	2	9	.	9	1	-2	-5	2
CN(C)c1ccc(/C=N/OC(=O)Nc2ccccc2)cc1	52*	0.3	5	-18	34	-18	-2	3	11	1
O=C(Nc1nc(-c2cccs2)c(-c2cccs2)s1)C1(c2ccccc2)CC1	1	0.9	-4	-7	-9	12	-5	-1	-7	-4
COc1ccc(CNC(=O)CC2C(=O)NCCN2C2Cc3ccccc3C2)cc1 (centres undefined)	0	-1.2	4	-10	8	-10	-8	2	6	-3
COc1ccc(CCNC(=O)Cc2nn(C)c(=O)c3ccccc23)cc1OC	0	.	0	-6	-13	-8	-9	0	-18	2
CCOC(=O)N1CCN(C(=O)C2CC(c3ccc(F)cc3)=NO2)CC1 (centres undefined)	-3	-0.2	2	-5	-5	-2	-6	.	16	4
CCCCc1nnc(NC(=O)c2ccc(S(=O)(=O)N3CCOCC3)cc2)s1	-4	-7.3	2	6	-5	-11	-9	-1	-8	0
CCOc1ccc2nc(NC(=O)CN3CCN(C)CC3)sc2c1	.	0.6	4	-11	30	1	-6	5	-7	0
Cc1ccc(S(=O)(=O)N2CCOC23CCN(C(=O)C(=O)NCCC(C)C)CC3)cc1	-2	0.5	3	-9	-7	-3	-8	-1	-11	0
O=[N+]([O-])c1ccc(N2CCN(c3ccccc3)CC2)nc1	3	-1.0	0	2	13	1	-2	1	19	-1
O=C(CSc1nc2ccccc2c(=O)n1CCCC(=O)N1CCCC1)NCc1ccco1	-2	0.2	0	9	-13	-4	-8	-2	-31	4
O=C1c2ccccc2NC(c2cccc(O)c2)N1Cc1ccco1 (centres undefined)	-1	-3.2	3	-26	4	-12	-6	7	2	0
COc1ccc(OC)c(C(=O)c2coc3ccc(OC)cc23)c1	-1	-3.6	10	-27	-8	-12	0	1	50	2
O=C(/C=C/NNC(=O)c1ccccc1)c1ccc([N+](=O)[O-])cc1	-2	0.6	-6	14	-64	-9	-8	4	123*	-2
SMILES	Wnt act	CDK5 p35 inh	HTR5A ag	HTR5A inv ctr	MITF act	PvdQ inh	dFosB activator	NSD2 inh	SR-BI DiI inh	V-ATPase pH
CC(C)(C)c1ccc(-n2nc(C#N)c(Cl)cc2=O)cc1	-9	0.6	.	.	-97	-16	-4	24	15	3
COc1ccc(N2CCN(C(=O)c3ccc(Cn4nc(C)c([N+](=O)[O-])c4C)o3)CC2)cc1	-2	-3.3	8	2	-4	-13	-7	2	7	7
COc1cc(C(=O)NC2CC(C)(C)NC(C)(C)C2)cc(OC)c1OC	-3	-0.9	2	-18	5	-9	-1	-1	-16	0
O=C(Nc1ccc2c(c1)OCO2)c1cnn2cccnc12	16	4.5	0	-15	35	12	-3	1	19	5
CC(=O)c1c(C(C)=O)c(C)n(-c2ccc(O)cc2)c1C	.	-0.8	-2	2	1	-6	-8	2	-13	20
COc1ccc(-c2csc(NC(=O)c3ccco3)n2)cc1	18	0.7	2	-4	83*	-7	-5	1	38	3
Cc1ccc(Cl)cc1N1CCN(C(=O)Cn2ccc3ccccc3c2=O)CC1	-4	-0.6	-1	4	.	-7	1	-2	18	3
O=C(Nc1ccc(Oc2ccc(Cl)cc2)cc1)c1ncn[nH]1	.	0.7	5	4	6	-7	4	1	-10	-2
N#Cc1nc(COc2ccc(-c3ccccc3)cc2)oc1NCCCN1CCOCC1	.	1.6	-2	-25	23	-11	2	-6	12	-4
NS(=O)(=O)c1ccc(N/C=C/C(=O)c2ccc(Br)cc2)cc1	14	0.1	-1	11	16	3	-6	0	-17	-5
O=C1CCCN1CCCNc1ncnc2c1[nH]c1ccccc12	0	-1.3	-1	1	-17	-3	4	4	-32	-1
Cc1ccc(OCC(=O)Nc2ccc(S(=O)(=O)Nc3onc(C)c3C)cc2)cc1	-5	0.4	3	-8	0	5	-2	3	-6	-6
COc1ccc(C(=O)Oc2cccc(/C=N/NC(N)=S)c2)cc1	11	2.3	5	-9	2	1	-2	1	56	-4
Cc1ccc(S(=O)(=O)N2CCOCC2)cc1C(=O)Nc1ccccc1N1CCCC1	-1	0.0	-3	6	7	-15	-3	3	-17	3
CN1CCN(NC(=O)c2cn(-c3ccccc3)nc2-c2ccc(OC(F)F)cc2)CC1	-2	-1.1	4	3	5	6	-10	-1	8	1
CCN(CC)CCCN(C(=O)c1ccc(OC)cc1)c1nc(-c2ccc(OC)cc2)cs1	-4	-1.3	-1	16	3	-13	-9	18	11	1
C=CCn1c(-c2sc(-c3ccccc3)nc2C)n[nH]c1=S	-1	2.3	-2	4	-10	7	4	-2	-8	2
CNc1nc(OCC#N)nc(N2CCCCC2)n1	0	-0.1	0	-7	6	-2	-3	-2	-9	1
CSc1nnc(C)c(/C=C/Nc2ccc(C)cc2)n1	-4	-1.5	-1	2	4	5	6	0	22	-3
CNC(=O)c1cc(S(=O)(=O)N(C)C)ccc1Cl	0	-0.7	0	7	-5	-12	-10	-2	-30	0
CCCc1ccc(C(=O)Cn2nc(C(=O)O)c3ccccc3c2=O)cc1	0	-0.7	-5	12	9	-13	10	-3	-2	1
O=C(NCc1ccc(Cl)cc1)C1CCCN(c2ncnc3c2nc2n3CCCCC2)C1 (centres undefined)	-1	-4.9	13*	18	-8	-2	-1	-1	.	-30
CC1c2cc3c(cc2CCN1C(=O)c1ccc(Br)cc1)OCCCO3 (centres undefined)	-2	1.2	-3	10	6	-5	-2	.	27	0
CCOc1ccc(-c2noc(CCCC(=O)NC3CCCCC3)n2)cc1OC	-3	-0.7	2	-7	-1	-14	-3	-5	.	2
CCOC(=O)c1ccc(NC(=O)c2ccc3c(c2)C(=O)N(Cc2cccnc2)C3=O)cc1	-1	1.5	1	13	-3	-11	9	2	17	2
SMILES	Wnt act	CDK5 p35 inh	HTR5A ag	HTR5A inv ctr	MITF act	PvdQ inh	dFosB activator	NSD2 inh	SR-BI DiI inh	V-ATPase pH
CSc1nc2ncncc2[nH]1	-6	1.3	-2	7	-9	-15	8	0	-15	-2
CSc1nc(N2CCN(C)CC2)c2c(c1C#N)CC(C)(C)OC2	0	0.0	-3	0	-1	-9	7	5	0	-3
CC(C)C(Nc1ncnc2c1oc1ccccc12)C(=O)O (centres undefined)	0	1.6	-1	11	-16	-16	-2	.	-20	1
CC(C)(C)NC(=O)/C(=C\c1ccc(Br)cc1)NC(=O)c1cccs1	.	-0.3	-4	9	-5	-15	-9	0	-36	2
COc1ccc(CNC(=O)CC(C)CC2=NS(=O)(=O)c3ccccc3N2)cc1 (centres undefined)	3	-1.9	2	-5	.	-8	-3	.	-23	4
COc1ccc(CCNC(=O)c2ccc(CS(=O)Cc3ccc(C)cc3)o2)cc1OC (centres undefined)	-3	-0.2	-3	6	-2	-13	-3	7	28	-1
c1ccc(C2c3[nH]c4ccccc4c3CCN2Cc2cccn2-c2cccnc2)nc1 (centres undefined)	1	-2.8	2	-4	-12	-13	-5	5	26	-1
CC(CN(C)Cc1ccccc1)OC(=O)c1ccc(F)cc1 (centres undefined)	-1	-0.6	0	-3	-7	-6	1	-3	-25	-1
Cc1ccccc1OCC(=O)OCn1nnc2ccccc2c1=O	1	-0.8	3	-3	7	3	-4	6	.	1

Gathered by group, the entries above with a furan ring, fused or not (8)
SMILES	Wnt act	CDK5 p35 inh	HTR5A ag	HTR5A inv ctr	MITF act	PvdQ inh	dFosB activator	NSD2 inh	SR-BI DiI inh	V-ATPase pH
Cc1cc(C)cc(NC(=O)c2ccc(Cn3nc(C)c(Cl)c3C)o2)c1	-3	0.3	-3	7	-9	-8	-15	8	31	4
O=C(CSc1nc2ccccc2c(=O)n1CCCC(=O)N1CCCC1)NCc1ccco1	-2	0.2	0	9	-13	-4	-8	-2	-31	4
O=C1c2ccccc2NC(c2cccc(O)c2)N1Cc1ccco1 (centres undefined)	-1	-3.2	3	-26	4	-12	-6	7	2	0
COc1ccc(OC)c(C(=O)c2coc3ccc(OC)cc23)c1	-1	-3.6	10	-27	-8	-12	0	1	50	2
COc1ccc(N2CCN(C(=O)c3ccc(Cn4nc(C)c([N+](=O)[O-])c4C)o3)CC2)cc1	-2	-3.3	8	2	-4	-13	-7	2	7	7
COc1ccc(-c2csc(NC(=O)c3ccco3)n2)cc1	18	0.7	2	-4	83*	-7	-5	1	38	3
CC(C)C(Nc1ncnc2c1oc1ccccc12)C(=O)O (centres undefined)	0	1.6	-1	11	-16	-16	-2	.	-20	1
COc1ccc(CCNC(=O)c2ccc(CS(=O)Cc3ccc(C)cc3)o2)cc1OC (centres undefined)	-3	-0.2	-3	6	-2	-13	-3	7	28	-1

Taken from above:
Reading for COc1ccc(CCNC(=O)c2ccc(CS(=O)Cc3ccc(C)cc3)o2)cc1OC (centres undefined) under dFosB activator: -3
Reading for c1ccc(C2c3[nH]c4ccccc4c3CCN2Cc2cccn2-c2cccnc2)nc1 (centres undefined) under SR-BI DiI inh: 26
